Source: PubChem BioAssay
OX1R antag-1: human HCRTR1 antagonism; O43613; CHO/OX1R cells, Fluo-8 calcium fluorescence, orexin A; inhibition, % at 5 µM; actives 0.43% (n = 330,000); AID 434989;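 active means inhibition above its plate's threshold, mean inhibition of all tested compounds on the plate plus 3 SD, cut at about 37% in these data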;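 further: 0% = orexin A challenge wells and 100% = SB-334867-A antagonist wells; not every result past the cut was called active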
Target sequence (O43613 whole entry, looked up): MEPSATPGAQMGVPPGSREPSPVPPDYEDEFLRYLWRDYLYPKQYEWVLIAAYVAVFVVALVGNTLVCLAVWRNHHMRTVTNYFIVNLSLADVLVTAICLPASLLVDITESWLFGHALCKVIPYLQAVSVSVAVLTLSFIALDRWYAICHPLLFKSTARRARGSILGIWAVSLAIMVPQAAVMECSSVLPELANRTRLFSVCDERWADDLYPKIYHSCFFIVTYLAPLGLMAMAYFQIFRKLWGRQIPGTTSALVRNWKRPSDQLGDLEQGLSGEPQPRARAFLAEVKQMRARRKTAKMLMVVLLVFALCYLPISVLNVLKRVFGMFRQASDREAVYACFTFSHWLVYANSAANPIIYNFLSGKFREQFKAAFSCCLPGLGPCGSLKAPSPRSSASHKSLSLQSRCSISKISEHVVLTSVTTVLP
OX1R antag-2: OX1R (human) antagonism; OX1R-expressing cells, FRET antagonist read-out; inhibition, % at 6.6 µM; actives 1.8% (n = 330,000); AID 485270; in the data active means inhibition mostly above about 38%, no sharp cut-off; inactive means mostly below about 40%;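 further: 0% = agonist challenge alone and 100% = reference antagonist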
CHT PAM: allosterically activates the human high affinity choline transporter. B-score at 10 µM. CHT-expressing cells, membrane potential dye, choline EC20; hits give high values; LV-AA mutant CHT in HEK293 cells. actives 0.49% (n = 310,000). AID 488977;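 active means initial fluorescence not abnormally high and integrated response B-score, plate-corrected, over 3 SD above library mean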
Target sequence (Q9GZV3 whole entry, looked up): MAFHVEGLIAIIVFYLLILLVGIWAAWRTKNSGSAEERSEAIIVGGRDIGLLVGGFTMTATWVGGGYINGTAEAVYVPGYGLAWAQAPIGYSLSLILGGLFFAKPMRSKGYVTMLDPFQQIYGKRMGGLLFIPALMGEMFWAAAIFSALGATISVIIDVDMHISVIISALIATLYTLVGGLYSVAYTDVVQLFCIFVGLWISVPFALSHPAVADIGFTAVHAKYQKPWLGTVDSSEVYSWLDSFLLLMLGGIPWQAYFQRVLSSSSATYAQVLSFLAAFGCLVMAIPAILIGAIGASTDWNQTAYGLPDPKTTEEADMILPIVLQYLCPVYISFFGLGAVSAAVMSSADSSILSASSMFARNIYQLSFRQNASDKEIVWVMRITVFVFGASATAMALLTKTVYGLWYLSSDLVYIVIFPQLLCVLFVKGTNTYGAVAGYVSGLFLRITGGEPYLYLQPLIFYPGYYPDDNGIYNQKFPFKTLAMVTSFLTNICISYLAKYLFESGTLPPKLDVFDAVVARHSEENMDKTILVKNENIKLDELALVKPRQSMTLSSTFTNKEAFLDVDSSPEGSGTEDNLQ
The depositor's hits bear a star; i = inactive; nt = no result given.

Structure | CHT PAM | OX1R antag-1 | OX1R antag-2
COc1ccc(CNC(=O)CCCn2nc(C)c([N+](=O)[O-])c2C)cc1 | i | -28 | 26
Cc1ccc(C(C(=O)Nc2ccc3c(c2)OCO3)N(C)C(=O)Cc2c[nH]c3ccccc23)cc1 (centres undefined) | i | -1 | 30
CN1C(=O)NC(c2ccc([N+](=O)[O-])cc2)C2=C1CC(C)(C)CC2=O (centres undefined) | i | -9 | 17
Cc1nc(-c2ccc(NC(=O)C3CCCCC3)cc2)cs1 | i | -25 | 25
CCC(C(=O)O)N1C(=O)c2ccccc2C1=O (centres undefined) | i | -6 | 10
O=C(c1cccs1)N1CCN(S(=O)(=O)c2ccc(F)cc2)CC1 | i | -18 | 17
CCOc1ccc(C(c2c(O)nc(SC)n(C)c2=O)c2c(O)nc(SC)n(C)c2=O)cc1 | i | -7 | 6
CCC(C)C(NC(=O)c1ccccc1NC(=O)c1ccco1)C(=O)NNC(=O)c1ccncc1 (centres undefined) | i | -23 | 4
C=CCn1c(CNS(=O)(=O)c2ccc(Br)cc2)n[nH]c1=S | i | -14 | -1
C=CCN(c1ccccc1)S(=O)(=O)c1cccc(C(=O)NNC(=O)c2ccncc2)c1 | i | -5 | 25
Cc1ccc(OCCC(=O)OCC(=O)NC2CCS(=O)(=O)C2)cc1 (centres undefined) | i | -6 | 15
CCCn1c(SCC(=O)Nc2sc(C)c(C)c2C#N)nnc1C(C)C | i | -29 | 18
NC1=NC2(CCCCC2)N(c2ccc(F)cc2)C(N)=N1 | i | 4 | 11
C=CCOc1ccc(C2NC(=O)c3ccccc3O2)cc1 (centres undefined) | i | -8 | 12
Cc1cc(F)c(F)c(C(=O)N2CCN(C)CC2)c1Cl | i | -8 | 16
Cc1ccc(/C=N/n2c(-c3ccncc3)n[nH]c2=S)o1 | i | 1 | 14
COc1ccc(-c2csc3ncnc(Nc4ccc(O)cc4)c23)cc1 | i | -8 | 9
C#CCOCCOCCOCCNc1nc(N2CCN(C(=O)Cn3cc(CCCN=C(N)N)nn3)CC2)nc(N2CCN(C(=O)[C@H](C)n3cc(CCCN=C(N)N)nn3)CC2)n1 | i | 6 | 23
CC(OC(=O)[C@@H](NC(=O)c1ccco1)C(C)C)C(=O)Nc1ncc(Cl)cc1Cl (some centres undefined) | nt | -8 | 4
Cc1cccc(CCNC(=O)C2CCCN(S(=O)(=O)c3cnc[nH]3)C2)c1 (centres undefined) | i | -12 | 6
CCOC(=O)CNC(=O)Cn1cnc2c(oc3ccccc32)c1=O | i | 22 | -6
CC(C)CN(C(=O)CCC(=O)OCc1ccc(Cl)cc1Cl)c1c(N)n(CC(C)C)c(=O)[nH]c1=O | i | -36 | 14
CN(Cc1cnn(C)c1)C(=O)c1cc2ccccc2oc1=O | i | -13 | 13
CCC1(c2ccc(F)cc2)NC(=O)N(CC(=O)NC2CCCC(C)C2C)C1=O (centres undefined) | nt | -50 | 10
CC(=O)C1=C(O)C(=O)N(c2ccc(S(=O)(=O)Nc3nccs3)cc2)C1c1ccc([N+](=O)[O-])cc1 (centres undefined) | i | -7 | 14
CCCCCCCCCCOC(=O)Cn1c(COc2ccc(C)cc2)[n+](C)c2ccccc21 | 9.7* | 51* | 34
COc1ccc(C2C(C(=O)NCCN(C)C)c3ccccc3C(=O)N2C)cc1OC (centres undefined) | i | -7 | 9
CCOc1ccc(N=C/C=C/c2ccccc2)c(O)c1 | i | -4 | 28
Cc1ccc(C=C2C(Cl)=C(Cl)C(Cl)=C2Cl)cc1 | i | 2 | 13
N#Cc1ccc(OC(=O)C2CCN(C3=NS(=O)(=O)c4ccccc43)CC2)cc1 | nt | -8 | 5
O=C(Nc1cc(Cl)cc(Cl)c1)c1ccno1 | i | -1 | 3
COc1ccc(N2CC(C(=O)N3CCc4ccccc43)CC2=O)cc1 (centres undefined) | i | -12 | 7
O=C(CCCN1C(=O)/C(=C\c2ccco2)SC1=S)Nc1cccc2ccccc12 | i | -19 | 36
CN(C)C(CNC(=O)CN1C(=O)NC2(CCc3ccccc32)C1=O)c1ccco1 (centres undefined) | i | 2 | 2
Cc1cccc(-c2oc3ccc(-c4ccc5c(c4)OCO5)cc3c2-c2ccc(OC3CCCCO3)cc2)c1 (centres undefined) | i | 1 | -1
COc1ccc(N2C(S)=C(C#N)C(=O)NC2c2ccc(OC)c(OC)c2)cc1 (centres undefined) | i | -9 | 15
COc1cc(S(=O)(=O)Nc2ccc3nc(C)sc3c2)ccc1NC(C)=O | nt | 3 | 2
COc1ccc(C(=O)OCC(=O)NC(=O)NC2CCCC2)cc1OC | nt | -14 | 3
COC(=O)c1[nH]c2cccc(Cl)c2c1NC(=O)CN1CCN(CCO)CC1 | i | -25 | 14
COc1ccc(C2SCCN2S(=O)(=O)c2ccc(NC(C)=O)cc2)cc1 (centres undefined) | i | 7 | 20
O=C(N/N=C\c1cc(Br)cs1)C1COc2ccccc2O1 (centres undefined) | i | -24 | 20
COc1ccc(C2C(C#N)=C(/N=C/N3CCOCC3)OC3=C2C(=O)CC(C)(C)C3)cc1OC (centres undefined) | i | -1 | 3
O=C(c1ccc2c(c1)OCO2)N1CCOCC1 | i | -15 | 14
CCn1cc(C2=NOC(C(=O)Nc3cccc(C(C)=O)c3)C2)c(C)n1 (centres undefined) | i | 3 | 15
CCCc1cc(=O)[nH]c(SCC(=O)Nc2c(C)cccc2C)n1 | i | -5 | 0
Nc1nc(-c2ccccc2)c(N=Nc2ccc(Cl)cc2)s1 | i | -17 | 8
CN(CCC1CCCCO1)Cc1cn(C)nc1-c1ccc2c(c1)OCCO2 (centres undefined) | i | -30 | 9
CN(C)c1ccc(NC(=O)c2cc3c(=O)n4ccccc4nc3n2C)cc1 | i | -15 | 30
Cc1ccc(NC(=S)N(CCN2CCCCC2)Cc2ccco2)cc1 | i | -8 | 23
CC(=O)N(CCCN1CCOCC1)Cc1ccncc1 | i | -13 | 8

Going on with the list:
Structure | CHT PAM | OX1R antag-1 | OX1R antag-2
COc1ccc(OCC(=O)NNC(=O)C2CCC2)cc1 | nt | 4 | -2
COc1ccc(OC)c(N=C(C)C2=C(O)COC2=O)c1 | i | -14 | 26
CC1(C)C(=O)Nc2ccccc2N1C(=O)COC(=O)/C=C/c1ccc(OC(F)F)cc1 | i | -16 | 26
COc1ccccc1NC1=Nc2cccc3cccc1c23 | i | -33 | 42
C/C(=N\NC(=O)CSc1nc(C)cc(C)n1)c1ccc([N+](=O)[O-])cc1 | i | -5 | 17
O=C(Cc1ccsc1)N1CCc2c([nH]c3ccccc23)C1c1ccccn1 (centres undefined) | i | -27 | 20
c1ccc(C2=Nn3c(nnc3-c3cccnc3)SC2)cc1 | i | -12 | 4
CCOCc1nnc(NC(=O)c2ccc3c(c2)OCO3)s1 | i | -1 | -6
O=C(Nc1c2c(nn1-c1ccc(F)cc1)CS(=O)C2)c1ccc2c(c1)OCO2 (centres undefined) | i | -10 | -4
O=C(CSc1nnnn1-c1ccccc1Cl)Nc1ccc2c(c1)OCCO2 | i | 5 | 18

Just OX1R antag-2 (5 entries from above):
Structure | OX1R antag-2
COc1ccc(OCC(=O)NNC(=O)C2CCC2)cc1 | -2
COc1ccc(OC)c(N=C(C)C2=C(O)COC2=O)c1 | 26
CC1(C)C(=O)Nc2ccccc2N1C(=O)COC(=O)/C=C/c1ccc(OC(F)F)cc1 | 26
COc1ccccc1NC1=Nc2cccc3cccc1c23 | 42
C/C(=N\NC(=O)CSc1nc(C)cc(C)n1)c1ccc([N+](=O)[O-])cc1 | 17

(more compounds)
Structure | CHT PAM | OX1R antag-1 | OX1R antag-2
Cc1cc(S(=O)(=O)NCC2CCCO2)c(C)cc1Br (centres undefined) | i | -3 | 2
CC(C)CNC(=S)NC1CC2CCCC(C1)N2Cc1ccco1 (centres undefined) | i | -24 | 7
O=C(COc1ccc(S(=O)(=O)NC2CCCCC2)cc1)N1CCN(c2cccc(Cl)c2)CC1 | i | 23 | 23
CCNC(=O)Cn1cc(C(F)(F)F)cc(Cl)c1=O | i | -5 | 10
CCOC(=O)C1CCN(C(=O)CN(c2ccc(OC)c(OC)c2)S(=O)(=O)c2ccccc2)CC1 | i | 1 | 5
CCCOc1ccccc1/C=C1/C(=O)ON=C1C | i | -12 | -4
CCOC(=O)C1CCN(S(=O)(=O)c2ccc(OC)c(C(=O)N3CCCCC3)c2)CC1 | i | -2 | 3
Cc1c(NC(=O)CSCc2ccc(Cl)cc2Cl)cccc1C(=O)O | i | -7 | 9
CC(=O)c1ccc(N2C(=NC(=O)C3CCCCC3)SC3CS(=O)(=O)CC32)cc1 (centres undefined) | i | -1 | 25
COCCNC(=O)Nc1ccc2c(c1)N(C)C(=O)c1ccccc1S2 | i | -10 | 8

Copied from the entries so far for reference:
Structure | CHT PAM | OX1R antag-1 | OX1R antag-2
Cc1cc(S(=O)(=O)NCC2CCCO2)c(C)cc1Br (centres undefined) | i | -3 | 2
CC(C)CNC(=S)NC1CC2CCCC(C1)N2Cc1ccco1 (centres undefined) | i | -24 | 7
O=C(COc1ccc(S(=O)(=O)NC2CCCCC2)cc1)N1CCN(c2cccc(Cl)c2)CC1 | i | 23 | 23
CCNC(=O)Cn1cc(C(F)(F)F)cc(Cl)c1=O | i | -5 | 10

Further entries follow.
Structure | CHT PAM | OX1R antag-1 | OX1R antag-2
CC(Oc1ccccc1)C(=O)Nc1c2c(nn1-c1ccccc1)CS(=O)C2 (centres undefined) | i | -13 | 22
Cc1cccc(N=C2Sc3nc4c(C)c(C)ccc4cc3CN2CCN2CCOCC2)c1 | i | -6 | 17
CC(=O)Nc1ccc(C(=O)n2nc(C)cc2C)cc1 | i | -9 | 5
CCOC(=O)C1CCN(C(=O)C(C)Sc2ccc(Cl)cc2)CC1 (centres undefined) | i | -25 | 17
Cc1cc(=O)oc2c(C)c3occc3cc12 | i | -4 | 1
O=C(O)c1ccc(CSc2nc3ccccc3[nH]2)cc1 | i | -3 | -10
O=C(NCc1cccs1)C1CCN(S(=O)(=O)c2ccccc2F)CC1 | i | -16 | 8
O=C(COC(=O)c1cccc([N+](=O)[O-])c1)NCc1cccs1 | i | -4 | 11
O=C(NCCc1ccc([N+](=O)[O-])cc1)c1ccccc1 | i | 0 | 4
CCOc1ccccc1N1CC(C(=O)N(CC)CC(=O)Nc2ccc3c(c2)OCCO3)CC1=O (centres undefined) | i | -6 | 0
COc1ccc(C(=O)NN)cc1COc1ccc(Br)cc1 | i | -37 | 6
C#Cc1ccc([C@@H]2C=C(C(=O)NCc3ccccc3)O[C@H](OCC)[C@H]2CCCO)cc1 | i | -5 | 25
O=C(Nc1ccccc1)c1nc[nH]c1C(=O)NCc1ccccc1 | nt | -15 | 10
COc1ccc(/C=N/OCC(=O)NC(c2ccccc2)c2ccccc2)c(OC)c1 | i | 6 | 19
Cc1ccc(C)c(NC(=S)NC(C)C(c2ccccc2)N2CCN(C)CC2)c1 (centres undefined) | i | -8 | 16
CCC(C(=O)OCC(=O)Nc1cc(Cl)ccc1Cl)c1ccccc1 (centres undefined) | i | 0 | 6
O=C(c1ccccc1F)N(Cc1ccc(F)cc1)C1CCS(=O)(=O)C1 (centres undefined) | i | -16 | 15
COc1ccccc1NS(=O)(=O)c1ccc2ccccc2c1 | i | -15 | 7
O=C(NCc1ccc2c(c1)OCO2)C1CCC(CNc2c(N3CCCCC3)c(=O)c2=O)CC1 (centres undefined) | i | -9 | 10
O/N=C/Cc1[nH]c2ccccc2c1-c1ccccc1 | i | -6 | -9
COc1ccccc1N1CCN(CC(=O)c2c(C)[nH]c3cc(C)ccc23)CC1 | i | -13 | 27
CC(=O)c1ccc2c(c1)C1C=CCC1C(c1cc3c(cc1Br)OCO3)N2 (centres undefined) | i | -10 | 8
CC(C)CCSc1nnc(N)s1 | i | -17 | 4
CC(C)Cc1cc(C(=O)NCCCN2CCOCC2)no1 | i | -11 | 12
Cc1cccc(N2CC(c3nc4ccccc4[nH]3)CC2=O)c1 (centres undefined) | i | -31 | 10
Cc1ccc(C2(C)NC(=O)N(CC(=O)NNC(=O)c3ccoc3C)C2=O)cc1 (centres undefined) | i | -10 | 3
COc1cccc(-c2cc(C(=O)NCC3CCCO3)c3cc(Br)cc(C)c3n2)c1 (centres undefined) | i | -23 | 2
CCOC(=O)c1c(C)[nH]c(C(=O)OCC(=O)c2ccc3c(c2)NC(=O)CO3)c1C | i | -15 | -1
COCCNC(=S)N=Nc1c(O)[nH]c2ccc([N+](=O)[O-])cc12 | i | -6 | 10
Cc1ccc(NC(=O)COC(=O)C2CC3CCCC(C2)C3=O)c([N+](=O)[O-])c1 (centres undefined) | nt | -13 | 24
COC(=O)C1=C(N)Oc2cc(C)n(CC3CCCO3)c(=O)c2C1c1ccc(Cl)c(Cl)c1 (centres undefined) | i | -33 | 10
CC1=NNC(=O)C1Cc1c(Cl)cccc1Cl (centres undefined) | i | -10 | 40
CCN(CC)CCCNC(=O)CN1C(=O)CSc2ccc(S(=O)(=O)N3CCOCC3)cc21 | i | -14 | 8

Compounds as they come; about 2.5% have a hit in one of these screens.
